Bioassay records from PubChem BioAssay.
PfHsp90 yeast 2 = inhibits growth of yeast expressing Plasmodium falciparum Hsp90. S. cerevisiae expressing PfHsp90, BacTiter-Glo ATP, 48 h; yeast lacking PDR1 and PDR3 efflux regulators. inhibition, % at 9.4 µM. 310,000 tested, 0.32% active. AID 504621;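 active means every replicate shows inhibition above about 80%, whatever the replicate mean, limit read from the data; inconclusive means mean inhibition reaches the set limit but some replicate falls short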;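 further: 0% = DMSO neutral controls and 100% = 20 µM radicicol positive controls; yeast relying on Plasmodium falciparum Hsp90 in place of its own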
Tat transport = inhibitors of E. coli Tat protein transport; E. coli MC4100 TorA-mCherry Tat export, fluorescence; AID 488895; 340,000 tested, 0.036% active; inhibition, % at 10 µM;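 active means mean replicate inhibition at least 50% and at least half of replicates individually reaching 50%; inconclusive means only one of the two criteria met; inactive means neither criterion met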;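 further: exported cargo escapes ClpAP degradation while cytoplasmic cargo is degraded and loses fluorescence; 0% = median of neutral control wells and 100% = median of NaSCN control wells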
DAGLB inhibitor = blocks human DAGLB lipase activity; Q8NCG7; HEK293T DAGLB membrane lysate, EnzChek fluorogenic substrate; inhibition, % at 5.17 µM; 340,000 tested, 0.059% active; AID 504411; in the data active means inhibition above about 34%;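 further: 0% = enzyme with vehicle and 100% = wells lacking enzyme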
Target sequence (Q8NCG7 whole entry, looked up): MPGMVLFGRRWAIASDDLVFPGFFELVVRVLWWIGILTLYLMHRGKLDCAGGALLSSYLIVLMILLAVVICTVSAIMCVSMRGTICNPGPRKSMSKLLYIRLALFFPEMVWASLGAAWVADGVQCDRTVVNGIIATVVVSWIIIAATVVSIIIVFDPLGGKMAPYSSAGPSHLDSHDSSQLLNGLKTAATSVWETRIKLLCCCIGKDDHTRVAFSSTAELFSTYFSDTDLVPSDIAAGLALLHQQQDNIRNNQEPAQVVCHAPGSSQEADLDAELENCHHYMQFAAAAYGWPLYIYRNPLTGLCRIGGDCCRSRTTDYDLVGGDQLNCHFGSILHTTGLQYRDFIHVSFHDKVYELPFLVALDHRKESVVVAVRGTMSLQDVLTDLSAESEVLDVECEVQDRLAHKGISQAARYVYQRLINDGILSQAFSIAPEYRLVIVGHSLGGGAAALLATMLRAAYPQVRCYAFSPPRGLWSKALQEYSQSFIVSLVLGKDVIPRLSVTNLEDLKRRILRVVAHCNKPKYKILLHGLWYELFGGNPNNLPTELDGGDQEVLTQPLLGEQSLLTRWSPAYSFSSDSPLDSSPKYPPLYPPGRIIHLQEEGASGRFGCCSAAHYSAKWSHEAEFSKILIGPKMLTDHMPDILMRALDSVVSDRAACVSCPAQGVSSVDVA
Rtt109 Vps75 = C. albicans Rtt109 histone acetyltransferase inhibition. purified Rtt109/Vps75, ThioGlo CoA-SH fluorescence, 4 h. 330,000 tested, 0.16% active. Q5AAJ8. inhibition, % at 34.9 µM. AID 540336;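 active means inhibition of at least 50% in every replicate; inconclusive means best replicate reaches 50% inhibition but some replicates fall short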
Target sequence (Q5AAJ8 whole entry, looked up): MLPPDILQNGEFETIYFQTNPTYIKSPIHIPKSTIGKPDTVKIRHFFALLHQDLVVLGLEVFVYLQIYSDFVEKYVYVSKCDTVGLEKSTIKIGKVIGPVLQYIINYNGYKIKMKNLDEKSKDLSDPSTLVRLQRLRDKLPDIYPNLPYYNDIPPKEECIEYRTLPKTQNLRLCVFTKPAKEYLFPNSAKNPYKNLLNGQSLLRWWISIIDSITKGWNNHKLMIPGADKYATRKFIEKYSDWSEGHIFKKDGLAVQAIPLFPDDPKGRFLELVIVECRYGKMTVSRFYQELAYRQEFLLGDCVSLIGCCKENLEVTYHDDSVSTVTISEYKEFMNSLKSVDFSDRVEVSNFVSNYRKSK
PvdQ inh = P. aeruginosa PvdQ acylase inhibition; purified PvdQ acylase, fluorescence plate reader; AID 488965; inhibition, % at 10 µM; 340,000 tested, 0.063% active; in the data active means inhibition above about 30%, passing the limit was not always enough; inconclusive means no clear call, values can overlap the other calls;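 further: 0% = vehicle neutral wells and 100% = reference inhibitor wells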
Wnt act = Wnt/beta-catenin pathway activation; Wnt/beta-catenin reporter cell assay, activator, plate reader; activation, % at 9.35 µM; 300,000 tested, 1.2% active; AID 743398; in the data active means activation above about 30%, passing the limit was not always enough; inconclusive means no clear call, values can overlap the other calls;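 further: 0% = neutral control wells and 100% = positive control wells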
E coli growth = counter-screen for AddAB inhibitors: E. coli growth inhibition. E. coli V3065 growth, OD600 absorbance, 18 h. inhibition, % at 11.9 µM. 330,000 tested, 0.27% active. AID 449728;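 active means inhibition above the campaign's mean inhibition across all tested compounds plus 3 SD, cut at about 9.9% in these data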;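 further: uninfected addAB+ strain grown without phage in ampicillin broth; 0% = DMSO wells and 100% = ciprofloxacin 0.95 µg/ml wells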
phage Ecoli inh = E. coli growth loss with phage present. growth absorbance. inhibition, % at 11.9 µM. 360,000 tested, 0.26% active; in the data active means inhibition above about 11%
CAL PDZ inh = human CAL PDZ-peptide interaction inhibition; inhibition, % at 20 µM; Q9HD26; 330,000 tested, 0.02% active; AID 504414; purified CAL PDZ, TMR-peptide fluorescence polarization, 1 h;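 active means highest replicate inhibition of at least 40%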;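 further: plate controls were DMSO neutral control wells for no effect and unlabeled competitor peptide control wells for full effect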
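material = purified tagged CAL PDZ domain construct (CerCALP) | buffer or medium = sodium phosphate/NaCl buffer pH 7.4 with TCEP, IgG, Thesit | reagent = TMR-labelled reporter peptide T*-PRC34 bound in PDZ groove | incubation = 1 h room-temperature incubation prior to read | measured by = fluorescence polarization (mP) | evaluation = percent inhibition from loss of millipolarization | control set = unlabelled peptide and DMSO controls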
AddAB inh = less growth of phage-infected E. coli with AddAB; AID 435030; E. coli expressing H. pylori AddAB, absorbance growth; 330,000 tested, 0.29% active; inhibition, % at 11.9 µM; in the data active means inhibition above about 12%;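 further: 0% = vehicle wells of infected cells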
Numbers without * were called inactive; ? = inconclusive; . = no result given. Compounds as they come (roughly 1.9% active in at least one column).

SMILES	PfHsp90 yeast 2	Tat transport	DAGLB inhibitor	Rtt109 Vps75	PvdQ inh	Wnt act	E coli growth	phage Ecoli inh	CAL PDZ inh	AddAB inh
CC(Sc1nc2ccccc2c(=O)n1CC1CCCO1)C(=O)N(C)Cc1ccccc1 (stereo unspecified)	.	1	-1	8	-10	0	-3.2	1.5	-2.6	-1.5
COCc1c(Br)c(C)nc2sc3c(=O)[nH]nnc3c12	-21	0	-1	-9	8	-1	-0.5	0.7	0.6	2.0
COc1ccccc1-c1ccc(=O)n(CC(=O)NCc2cccs2)n1	-10	1	0	2	-14	3	0.0	4.7	0.3	3.4
O=C(NCc1ccccc1)C1CCCN(S(=O)(=O)c2cccc3nonc23)C1 (stereo unspecified)	-18	-5	0	19	-15	-6	-1.2	3.4	0.3	2.3
O=C(Cn1nnc2ccccc21)c1ccc([N+](=O)[O-])cc1	10	-3	6	-2	6	2	3.7	1.5	0.4	-1.0
COc1cccc(C(=O)C2CCCN(CC3=Cc4cc(OC)ccc4OC3)C2)c1 (stereo unspecified)	9	-5	-5	11	11	-2	-0.3	3.1	-2.2	1.1
CC(=O)Nc1ccc(S(=O)(=O)NC2(C(F)(F)F)NC(=O)N(CC(C)C)C2=O)cc1 (stereo unspecified)	0	2	0	3	3	-15	-0.6	1.5	.	0.0
O=C(Nc1ccc(S(=O)(=O)NCC2CCCO2)cc1)c1ccccc1 (stereo unspecified)	2	18	-2	-3	-3	-2	-0.8	4.3	-0.6	2.8
CCOc1ccc2oc(C(=O)NCc3nc4ccccc4[nH]3)c(C)c2c1	-1	-7	-8	0	-2	-2	-1.5	1.5	-2.1	-1.6
CC(CCc1ccccc1)NC(=O)C(=O)c1c[nH]c2ccccc12 (stereo unspecified)	2	7	-2	13	-2	0	-0.3	2.7	-2.7	1.9
CCOC(=O)C(Nc1ccc2ccccc2c1)C(=O)OCC	-22	-2	-2	1	2	6	-4.5	0.3	-1.0	0.6
COc1ccccc1C1/C(=C(\O)c2ccc3c(c2)OCCO3)C(=O)C(=O)N1CCCn1ccnc1 (stereo unspecified)	-4	-5	-1	5	-9	4	-2.0	2.7	-0.8	1.9
CC(C)c1ccc(NC2CCCN(C(=O)c3cccc(N4CCNC4=O)c3)C2)cc1 (stereo unspecified)	12	-2	2	2	7	-1	2.3	3.5	-1.6	3.2
CC(C)CNC(=O)NC(=O)CSc1nc2ccccc2n1CC(C)C	-6	-2	-3	7	9	.	2.0	0.6	-1.4	2.5
COc1cccc(CNC(=O)CN2C(=O)CC(c3ccccc3)=Nc3ccccc32)c1	-13	0	0	-1	-6	-1	0.0	1.8	-2.2	3.0
O=C1C(Cl)=C(NCc2ccco2)C(=O)c2ccccc21	-8	-32	10	-5	-8	-2	.	4.3	1.6	.
COc1ccc2nc(/N=C(\N)NC(=O)C(C)(C)C)nc(C)c2c1	-11	-7	-5	-3	-20	.	-0.1	1.3	-3.5	-4.3
COC(=O)[C@H](Cc1ccccc1)NC(=O)NCc1ccc(S(N)(=O)=O)cc1	-1	2	2	-7	-1	.	1.0	2.7	.	-0.3
COc1cccc(C(=O)CC(=O)C(=O)Nc2cccc([N+](=O)[O-])c2C)c1	18	2	6	-1	-6	-3	-1.9	2.0	1.8	-0.3
O=C(NCc1cccnc1)c1cccc(S(=O)(=O)N2CCCC2)c1	27	-6	1	3	-7	1	0.3	-1.4	0.0	0.2
COc1cccc(N(C(=O)Cn2nnc(-c3ccc(C)o3)n2)C(C(=O)NC2CCCC2)c2ccncc2)c1 (stereo unspecified)	-32	-7	1	-10	-8	0	1.3	1.9	-0.5	3.4
CN(C)CCCNc1nc(N)c([N+](=O)[O-])c(NCCO)n1	-14	6	-2	0	-10	-1	0.7	1.9	-0.4	0.7
CC(=O)Nc1ccc(S(=O)(=O)Nc2ccccn2)cc1	-24	-13	0	-3	-1	-1	0.3	3.5	0.9	2.8
N#CC(c1cccc(Cl)c1)c1ccc2c(C(F)(F)F)cc(C(F)(F)F)nc2n1 (stereo unspecified)	16	-1	6	11	-2	.	0.4	3.5	1.1	5.0
O=C(Cn1cnc(S(=O)(=O)N2CCCC2)c1)Nc1cccc(F)c1	6	-12	0	5	-1	0	2.6	3.0	-2.3	4.2
The listing continues:
SMILES	PfHsp90 yeast 2	Tat transport	DAGLB inhibitor	Rtt109 Vps75	PvdQ inh	Wnt act	E coli growth	phage Ecoli inh	CAL PDZ inh	AddAB inh
CC1CCCCC1NC(=O)c1ccc(N2CCCC2=O)cc1 (stereo unspecified)	4	-2	3	-7	6	.	-1.9	2.9	-2.9	-0.7
O=C(CSc1nnc(Nc2ccccc2)s1)NCC1CCCO1 (stereo unspecified)	.	-1	0	5	-20	2	-2.6	2.4	0.2	1.6
CC(=O)N1CC=C2C(C#N)=C(N)C(C#N)(C#N)C(C)C2C1 (stereo unspecified)	14	-2	-3	-42	2	-4	0.5	1.0	-1.2	1.1
CCc1nn(CC(=O)Nc2ccc(Br)c(C)c2)c(=N)s1	.	8	-2	15	-21	-1	2.6	4.9	-2.5	4.0
O=C(COC(=O)COc1ccccc1)NCCc1ccccc1	-6	3	-4	-6	-3	-1	0.0	1.5	-1.4	-2.4
CN(C)/C=C(\C#N)C(=O)c1cccnc1Oc1cccc(F)c1	-60	-3	0	-1	-8	.	-3.7	1.4	-2.5	1.9
COC(=O)C1=C(C(=O)OC)[C@@H]2N(C)c3ccccc3[C@@]23C[C@@H](C(=O)OC)N(C(=O)C2CCC2)C3=N1	-5	24	2	3	-8	-7	-1.7	0.5	-0.5	0.8
COc1cc2cc(CN(Cc3cccnc3)C(=O)Nc3ccccc3)c(=O)[nH]c2cc1OC	-27	8	-1	-9	-10	-1	-0.9	3.4	-1.9	0.7
Nc1nc(NCc2cccs2)nn1-c1ccccc1	-5	5	2	-8	-15	.	1.7	2.2	-1.6	2.7
Clc1ccc(C2CSc3c4ncnc-4ncn32)cc1 (stereo unspecified)	5	-8	-2	?	-3	-2	0.1	1.3	0.8	0.3
Cc1ccc(C(=O)N/C(=C\c2ccccc2)C(=O)NCc2cccnc2)cc1	.	-4	-1	4	-15	-1	1.1	1.8	-2.5	0.2
O=C(NCC1CCCO1)c1ccc(NS(=O)(=O)c2ccccc2)cc1 (stereo unspecified)	1	-13	-2	2	8	-1	-0.3	5.4	-0.3	1.8
O=C(Nc1ccc(F)c(Cl)c1)N1CCCC1	29	-1	1	20	6	-1	-1.6	2.7	-2.7	2.2
C(=N\n1cnnc1)/c1cccn1-c1ccccc1	-6	-11	0	-7	11	.	-2.4	2.1	-0.3	0.5
Cc1cc(C2=NNC(=NC3CC3)SC2)c(C)n1-c1ccccc1	8	5	1	-1	-11	-32	.	4.0	-2.6	.
c1ccc2c(c1)oc1c(Nc3ccc4c(c3)OCCO4)ncnc12	-11	-2	-2	-24	-12	-2	0.2	1.8	1.2	1.4
COCCn1c(=N)c(S(=O)(=O)c2ccc(F)cc2)cc2c(=O)n3ccccc3nc21	-10	-1	-2	-10	-8	-2	-0.9	2.0	-4.0	-1.5
O=C(CN1C(=O)c2ccccc2C1=O)Nc1ccc(S(=O)(=O)N2CCOCC2)cc1	-10	-6	-4	-16	-14	-12	0.2	4.7	-0.6	2.5
CCOC(=O)c1c(-c2ccccc2)csc1NC(=O)CSc1nc(N)cc(N)n1	1	3	1	0	12	.	0.2	2.7	-1.1	1.1
COc1ccc(OC)c(C2SCCN2S(C)(=O)=O)c1 (stereo unspecified)	.	-7	-1	-3	-2	-1	-1.0	-0.9	-0.9	1.4
CCOC(=O)c1cc2c(=O)n3cccc(C)c3nc2n(CC(C)C)c1=NC(=O)c1ccco1	-21	-3	-1	-89	0	0	3.0	0.4	-0.4	7.2
O=C1C2C(c3ccccc3)C=CC(c3ccccc3)C2C(=O)N1c1cccnc1 (stereo unspecified)	-2	11	-2	4	-15	0	-0.9	2.4	-2.6	3.0
CCC(=NCCc1ccccc1)C1=C(O)CCC1=O	1	-11	1	-8	-13	.	-0.3	-0.7	-0.7	2.2
C=CCn1c(CNS(=O)(=O)c2ccc(Br)cc2)nnc1SC	7	12	0	1	-10	2	2.5	-0.4	-0.6	-0.9
Cc1noc(C)c1CN(C(=S)NC(C)C)c1ccccc1	7	-5	0	4	-13	-1	-0.1	2.7	-0.3	0.8
The list goes on:
SMILES	PfHsp90 yeast 2	Tat transport	DAGLB inhibitor	Rtt109 Vps75	PvdQ inh	Wnt act	E coli growth	phage Ecoli inh	CAL PDZ inh	AddAB inh
CC(C)(CCl)C(=O)Nc1ccnc(-c2ccncc2)n1	-3	10	0	3	-5	1	2.5	4.6	0.5	2.4
CC1Oc2ccccc2N(CC(=O)N(Cc2ccccc2)Cc2ccccn2)C1=O (stereo unspecified)	-25	5	-4	4	-12	.	-2.4	0.4	0.3	-1.8
COCc1cc(=O)[nH]c(Sc2c(-c3ccccc3)c3ccc(Cl)cc3[nH]c2=O)n1	6	1	0	2	-8	-2	1.8	0.6	-2.9	1.4
O=C(CCCCn1c(=O)[nH]c2ccccc2c1=O)NC1CCN(Cc2ccccc2)CC1	-11	-1	1	-4	2	2	-0.5	2.5	1.2	1.6
O=C(/C=C/c1ccco1)NCc1ccccn1	-3	6	4	.	2	-4	0.2	0.6	-1.3	-1.1
OCC1(CC2CCCCO2)CCN(C/C=C/c2ccccc2)CC1 (stereo unspecified)	9	6	-1	-1	-17	-1	-0.8	6.0	-0.9	4.2
Cc1sc(N)nc1-c1c(C)n(C)c2ccccc12	-9	3	-2	-1	-5	-3	.	-2.5	0.3	.
COc1cc(S(C)=O)ccc1-c1nc2ncccc2[nH]1 (stereo unspecified)	0	-3	2	4	-4	5	-3.4	3.8	1.3	-4.3
COc1ccc(N2C(=O)CSC23CCCCC3)cc1	-18	8	-1	-5	-7	-2	0.2	0.8	-0.8	-0.3
CCCCS(=O)(=O)N1CCCC(C(=O)Oc2ccccc2)C1 (stereo unspecified)	13	0	-1	-1	-17	-2	-0.5	1.7	.	0.7
O=C(NCCN1CCOCC1)c1ccc(NS(=O)(=O)c2cccc([N+](=O)[O-])c2)cc1	.	-7	0	5	7	0	1.6	6.7	1.6	1.3
CC(C)Oc1ccc(-c2cc(=O)[nH]c(=O)[nH]2)cc1	14	-8	2	-2	-8	.	-1.4	1.9	-1.3	5.4
Cc1ccc(NS(=O)(=O)c2ccc3c(c2)NC(=O)C(C)C(=O)N3)cc1C (stereo unspecified)	-16	1	1	3	-11	2	2.5	2.8	-0.7	1.3

Limited to PfHsp90 yeast 2, DAGLB inhibitor and Tat transport (4 entries from above):
SMILES | PfHsp90 yeast 2 | DAGLB inhibitor | Tat transport
CC1Oc2ccccc2N(CC(=O)N(Cc2ccccc2)Cc2ccccn2)C1=O (stereo unspecified) | -25 | -4 | 5
COCc1cc(=O)[nH]c(Sc2c(-c3ccccc3)c3ccc(Cl)cc3[nH]c2=O)n1 | 6 | 0 | 1
O=C(CCCCn1c(=O)[nH]c2ccccc2c1=O)NC1CCN(Cc2ccccc2)CC1 | -11 | 1 | -1
O=C(/C=C/c1ccco1)NCc1ccccn1 | -3 | 4 | 6

Quoted from the listing:
DAGLB inhibitor, `COCc1cc(=O)[nH]c(Sc2c(-c3ccccc3)c3ccc(Cl)cc3[nH]c2=O)n1` reads 0
DAGLB inhibitor, `Cc1sc(N)nc1-c1c(C)n(C)c2ccccc12` reads -2
